PMI inhibitors: MPI enzyme activity inhibition – biochemical, fluorescence intensity, coupled assay, primary screen (AID 1209). purified PMI enzyme, coupled fluorescence intensity; higher % means a stronger effect. inhibition, % at 20 µM, or IC50 in µM where a hit was titrated. 190,000 tested, 0.42% active;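 further: plate controls were DMSO vehicle for no effect and wells lacking substrate for full effect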
XIAP antagonists: XIAP antagonists, biochemical, IAP family, fluorescence polarization (AID 1018). XIAP BIR domain, fluorescence polarization peptide displacement; higher % means a stronger effect. displacement, % at 20 µM; hits with a dose series show IC50 in µM. 200,000 tested, 0.007% active; in the data active means displacement above about 50%; further: a part of the inactive calls stands beside numbers as strong as those of hits
AID2073: disruptors of CaV2.2 binding to Mint1 – biochemical, HTRF (AID 2073); HTRF protein-protein interaction, Mint1-CaV2.2; higher % means a stronger effect; inhibition, % at 20 µM; hits with a dose series show IC50 in µM; 290,000 tested, 0.19% active; in the data active means inhibition mostly above about 51%, no sharp cut-off; inconclusive means no clear call, values can overlap the other calls; inactive means mostly below about 53%; further: some results filed as inactive read as strong as hits
Dynein transport: blocks dynein driven cargo transport along microtubules. 220,000 tested, 0.47% active. z-score, hits read low. 3617.4 mouse cells, GR-EGFP nuclear translocation imaging; test concentration mostly 20 µM; stimulated with dexamethasone, 1 µM; stronger effect = lower value;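 active means plate z-score of nuclear minus cytoplasmic receptor signal below a set negative limit, without overly bright fluorescence or cell loss, cut at about -3.5 in these data, passing the limit was not always enough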;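 further: z-score of nuclear minus cytoplasmic ring GR-EGFP intensity difference per well; some compounds called inactive have numbers as strong as hits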
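Schedule: 48 h induction, then 1 h compound, then 30 min agonist, 37 °C. Buffer or medium: tetracycline-free induction medium containing charcoal-stripped FBS. Reagent: 1.0 µM final dexamethasone stimulus. Evaluation: nuclear versus cytoplasmic GR-EGFP signal, averaged per well. Signal: high-content fluorescence imaging after fixation.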
M1AAP inhibition: malaria alanyl aminopeptidase activity blockers – biochemical, fluorogenic H-Leu-NHMec substrate, 1536-well (AID 1445); inhibition, % at 30 µM; hits with a dose series show IC50 in µM; 220,000 tested, 0.42% active; recombinant M1AAP, H-Leu-NHMec fluorogenic kinetic assay; higher % means a stronger effect;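 active means primary inhibition above the hit cutoff, then over 50% inhibition at one or more dose response concentrations, cut at about 23% in these data, passing the limit was not always enough; inconclusive means conflicting primary data, or primary hits not chosen for dose response; inactive means low primary inhibition, or under 50% at every dose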;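 further: plate controls were DMSO full reaction for no effect and no enzyme background for full effect; strong numbers were not always called active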
P. falciparum M17LAP: P. falciparum M17LAP inhibitors, primary screen, biochemical, fluorogenic H-Leu-NHMec substrate, 1536-well (AID 1619) | recombinant M17LAP, H-Leu-NHMec fluorogenic kinetic assay; higher % means a stronger effect | inhibition, % at 30 µM; hits with a dose series show IC50 in µM | 220,000 tested, 0.38% active;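 active means compound inhibiting the enzyme by more than half at any dose during confirmatory dose-response retesting; inconclusive means strong single-dose inhibitors picked by rank but not retested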;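 further: plate controls were full reaction with DMSO carrier for no effect and no enzyme background for full effect; strong numbers were not always called active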
Siah-1 displacement: blockers of Siah-1 interaction with plectin peptide – biochemical, fluorescence polarization, rhodamine-plectin, uHTS, primary screen (AID 1817); Siah-1 / rhodamine-plectin peptide fluorescence polarization; higher % means a stronger effect; one-dose displacement, % at 20 µM; IC50 in µM for titrated hits; 290,000 tested, 0.02% active;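 active means displacement of at least 50% at 20 µM, with a fluorescence ratio check between 0.3 and a set limit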;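 further: plate controls were Siah plus tracer with DMSO for no effect and tracer alone without Siah for full effect; strong numbers were not always called active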
LYP inhibition: inhibitors of LYP phosphatase, biochemical, fluorescence intensity, uHTS (AID 1779). recombinant LYP phosphatase, fluorescence intensity; higher % means a stronger effect. inhibition, % at 11.5 µM; hits with a dose series show IC50 in µM. 290,000 tested, 0.054% active;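 further: plate controls were vehicle with enzyme for no effect and no enzyme for full effect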
PMI inhibition: human PMI inhibitors, high substrate, primary screen, biochemical, fluorescence intensity, high mannose 6-phosphate (AID 1220); 190,000 tested, 0.66% active; one-dose inhibition, % at 20 µM; IC50 in µM for titrated hits; recombinant PMI enzyme, coupled fluorescence intensity; higher % means a stronger effect
Dynein transport cytoplasmic EGFP: recorded beside Dynein transport, whose call it bears; z-score; measured here: cytoplasmic GR-EGFP intensity; stronger effect = higher value
Dynein transport nuclear GR-EGFP: recorded beside Dynein transport, whose call it bears; z-score; measured here: nuclear GR-EGFP intensity;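 lower value marks the stronger effect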
Dynein transport cell count: further read-out of Dynein transport, marked with its call; z-score; measured here: cell count per field
* = called active by the depositor; ? = inconclusive; · = not tested or not shown. Unless noted, no stated cut-off is given here; in the data, active means inhibition above about 50%; inactive means the rest. Compounds were not picked by outcome, and some 2.1% of all compounds hit somewhere here.

SMILES | PMI inhibitors | XIAP antagonists | AID2073 | Dynein transport | Dynein transport cytoplasmic EGFP | Dynein transport nuclear GR-EGFP | Dynein transport cell count | M1AAP inhibition | P. falciparum M17LAP | Siah-1 displacement | LYP inhibition | PMI inhibition
COc1ccc(NC(=O)C(CC(C)C)NC(=O)C2CCCCC2)c(OC)c1 (stereo unspecified) | -63% | -6.6% | 3% | -0.011 | -0.3 | -0.0052 | 0.4 | 7% | 0% | -1% | 4% | -84%
O=C(/C=C/c1ccccc1)Nc1nnc(SCC(=O)c2ccc3ccccc3c2)s1 | 6% | -8.2% | 5% | 0.49 | -0.22 | 0.45 | -0.33 | 9% | -4% | -3% | 6% | -5%
COCC(=O)Nc1nnc(-c2ccc(C(C)(C)C)cc2)s1 | 9% | 1.2% | -5% | 0.11 | -0.33 | -0.29 | 0.81 | -3% | 1% | -3% | -6% | 3%
O=C(O)CCCC(=O)NCCc1cccc(Cl)c1 | 7% | -7.1% | 2% | 0.11 | -0.068 | 0.35 | 1.2 | 0% | -12% | -1% | -9% | 5%
CCC(C)c1c(O)nc(SCc2ccccc2)[nH]c1=O (stereo unspecified) | 12% | -6.3% | -1% | -0.27 | -0.28 | -0.53 | -0.18 | -1% | 28% | 3% | 4% | 12%
O=C(Nc1nnc(CC2=CCCCC2)s1)c1cccs1 | 12% | -3.9% | 12% | -0.15 | -0.24 | -0.27 | 0.29 | 6% | 16% | 3% | 1% | 5%
O=C(COC(=O)c1ccco1)Nc1nc2ccccc2s1 | 11% | -1.4% | 3% | 1.5 | -0.41 | 0.59 | -0.41 | 2% | 14% | 4% | -7% | 9%
O=C(COC(=O)CCc1ccc(S(=O)(=O)N2CCOCC2)cc1)Nc1ncc(C(F)(F)F)cc1Cl | 10% | -6.7% | 15% | -0.99 | -0.24 | -0.27 | 0.42 | -3% | 4% | 2% | -5% | 15%
CCOc1ccc(-n2nc3c(SCCN4CCCC4)nnc(C)c3c2C)cc1 | -3% | -7.4% | 43% | 0.29 | 0.043 | 0.51 | -0.42 | 0% | 10% | -4% | 11% | 14%
COc1ccc(OC)c(NC(=O)CN(Cc2ccccc2)S(C)(=O)=O)c1 | -8% | -2.5% | -4% | 0.69 | -0.26 | 0.62 | -0.8 | -3% | -2% | -3% | 6% | 6%
CCOC(=O)c1ccc(N2C(=O)c3n[nH]c(C)c3C2c2ccccn2)cc1 (stereo unspecified) | -1% | -7.1% | -7% | -0.071 | -0.18 | -0.017 | -0.08 | 4% | 10% | -2% | -4% | -3%
Cc1ccc(-n2c(NN)nc3ccccc3c2=O)c(C)c1 | -4% | -2.4% | 4% | 0.97 | -0.24 | 0.6 | -0.42 | 3% | 1% | 1% | 4% | 5%
CC1CCN(C(=O)C2c3ccccc3C(=O)N3CCc4ccccc4C23)CC1 (stereo unspecified) | 8% | -25% | 24% | -0.54 | -0.21 | -0.15 | 0.38 | 1% | 17% | 7% | -2% | 8%
Cn1cnnc1SCc1ccc(C#N)cc1Cl | 6% | -1.6% | 3% | -0.79 | -0.2 | -0.076 | 0.38 | -4% | 10% | 3% | -1% | 3%
CCCCCn1c(N)c(-c2nc3ccccc3s2)c2c([N+](=O)[O-])nn(CC)c(=O)c21 | 4% | 0.0% | 5% | 0.92 | -0.22 | 0.76 | 0.4 | 0% | -7% | -2% | 0% | 0%
Cn1cccc1C(=O)OCC(=O)Nc1cccc(S(=O)(=O)N2CCOCC2)c1 | 11% | -8.5% | 1% | -0.6 | -0.29 | 0.13 | 0.23 | 5% | 0% | -7% | 0% | 14%
O=C(NCCC1=CCCCC1)c1ccc2c(c1)N(Cc1ccccc1)C(=O)CS2 | -2% | -8.4% | 13% | -0.4 | 1.8 | 0.32 | 0.059 | -1% | -9% | -4% | 4% | 1%
N#C/C(=C\c1cc(O)c(O)c(O)c1)C(N)=O | · | · | 0% | -0.1 | -0.29 | -0.46 | 0.93 | 5% | 27% | 26% | -4% | ·
Cc1cc(NC(=O)c2c(C)noc2C)no1 | · | · | 8% | -0.44 | -0.23 | -0.29 | 0.35 | -3% | -3% | -2% | -7% | ·
O=C(NCc1ccco1)C(c1cccs1)N(C(=O)C1COc2ccccc2O1)c1cccc(O)c1 (stereo unspecified) | 13% | -11% | 1% | 0.39 | -0.28 | 0.26 | -0.39 | 11% | -2% | 0% | -3% | 6%
Cc1ccc(NS(=O)(=O)c2ccccc2[N+](=O)[O-])cc1C | -11% | -5.4% | 15% | -0.62 | -0.19 | -0.27 | 0.092 | -1% | 13% | 0% | -7% | -6%
C[C@H](NC(=O)OC(C)(C)C)c1nnc(SCC(N)=O)o1 | -4% | -0.1% | -6% | 0.077 | -0.18 | 0.31 | -0.31 | 6% | -2% | 7% | -8% | 3%
COc1cccc(C2SCC(=O)N2c2cccc(C)c2)c1OC (stereo unspecified) | 17% | -2.4% | 21% | -0.39 | -0.25 | -0.51 | 0.42 | -5% | 4% | 10% | -1% | 6%
CCCCC1(C)NC(=S)N2N1C(=S)NC2(C)CCCC (stereo unspecified) | · | · | -16% | -0.57 | -0.25 | 0.022 | 0.84 | 7% | -7% | 0% | -6% | ·
Cc1ccc(NC(=O)CN2CCC(C(=O)c3ccc4c(c3)OCCO4)CC2)cc1 | 14% | -5.0% | 0% | -0.16 | -0.27 | 0.58 | 0.84 | -2% | -5% | 2% | -3% | 9%
O=C(CNS(=O)(=O)c1ccccc1Br)OCC(=O)N1CCc2ccccc21 | -1% | 0.7% | 17% | -0.09 | -0.18 | 0.2 | 0.76 | -4% | 1% | 1% | -8% | -5%
CCCCOC(=O)Nc1ccc(S(=O)(=O)Nc2ccc([N+](=O)[O-])cc2)cc1 | 20% | -2.3% | -12% | -0.22 | -0.23 | 0.076 | -0.4 | 7% | 2% | -2% | 4% | 11%
CCOC(=O)C1=C(O)CSC1=Nc1ccc(C)cc1 | 2% | -12% | 7% | -0.72 | -0.21 | -0.26 | 0.56 | 6% | -5% | 2% | -2% | 10%
Cc1c(C)n(C(=O)CSc2nc3ccccc3[nH]2)c2ccccc12 | 4% | -27% | 2% | 0.55 | 0.19 | 0.78 | -0.46 | -1% | -101% | 51%* | -3% | -1%
CCOc1cc(C(=O)NC(C)COC)cc(OCC)c1OCC (stereo unspecified) | -8% | 2.8% | -3% | 1.1 | -0.27 | 0.68 | -0.19 | -3% | -2% | 0% | -11% | -10%
Cc1nn(CC(=O)NC(C)c2ccccc2)c(C)c1[N+](=O)[O-] (stereo unspecified) | · | -17% | 8% | -0.036 | -0.27 | -0.094 | -0.19 | 4% | -2% | -3% | -6% | ·
O=C(O)CCCC(=O)NCc1c(Cl)cccc1Sc1ccc(Cl)cc1 | · | · | 11% | -0.59 | -0.29 | -0.54 | 1.7 | 11% | 2% | -2% | 1% | ·
COc1cccc(N2C(=O)[C@H]3C(C(=O)c4cnccn4)=NN[C@H]3C2=O)c1 | · | · | -2% | -0.31 | -0.76 | -0.48 | -0.091 | 8% | 13% | 7% | -2% | ·
COc1cccc(NC(=O)CC2(CC(=O)O)CCCC2)c1 | 5% | -6.6% | 3% | -0.5 | -0.17 | -0.18 | 0.22 | -6% | 54% | 5% | -4% | -2%
O=C(NC1CCCCC1)c1ccc(S(=O)(=O)N2CCCC2)cc1 | -5% | -1.0% | 2% | 0.17 | -0.13 | -0.17 | 0.073 | 4% | -3% | 6% | -4% | -7%
CC1(C)Cc2c(c(-c3ccco3)nc3sc4c(NCC5CCCO5)ncnc4c23)CO1 (stereo unspecified) | 9% | -3.2% | 47% | -0.44 | -0.24 | -0.059 | 1.2 | 6% | -12% | -1% | -2% | -2%

Whole records from above:
Entry for O=C(O)CCCC(=O)NCc1c(Cl)cccc1Sc1ccc(Cl)cc1 : PMI inhibitors: ·; XIAP antagonists: ·; AID2073: 11%; Dynein transport: -0.59; Dynein transport cytoplasmic EGFP: -0.29; Dynein transport nuclear GR-EGFP: -0.54; Dynein transport cell count: 1.7; M1AAP inhibition: 11%; P. falciparum M17LAP: 2%; Siah-1 displacement: -2%; LYP inhibition: 1%; PMI inhibition: ·
Entry for CC1(C)Cc2c(c(-c3ccco3)nc3sc4c(NCC5CCCO5)ncnc4c23)CO1 (stereo unspecified) : PMI inhibitors: 9%; XIAP antagonists: -3.2%; AID2073: 47%; Dynein transport: -0.44; Dynein transport cytoplasmic EGFP: -0.24; Dynein transport nuclear GR-EGFP: -0.059; Dynein transport cell count: 1.2; M1AAP inhibition: 6%; P. falciparum M17LAP: -12%; Siah-1 displacement: -1%; LYP inhibition: -2%; PMI inhibition: -2%

New compounds follow:
SMILES | PMI inhibitors | XIAP antagonists | AID2073 | Dynein transport | Dynein transport cytoplasmic EGFP | Dynein transport nuclear GR-EGFP | Dynein transport cell count | M1AAP inhibition | P. falciparum M17LAP | Siah-1 displacement | LYP inhibition | PMI inhibition
COc1ccc(C(=O)COC(=O)c2cccnc2Cl)c(OC)c1 | 0% | -11% | 48% | 0.81 | -0.32 | 0.17 | -0.45 | -1% | -5% | 19% | 0% | 5%
Cc1cccc2[nH]c3c(=O)n(CCN4CCNCC4)cnc3c12 | 6% | -3.0% | 1% | -0.79 | -0.2 | -0.41 | 0.79 | 11% | -11% | -6% | -1% | 6%
O=C(CSc1ccc2ccccc2c1)Nc1ccc(S(=O)(=O)Nc2nccs2)cc1 | 16% | 1.4% | 14% | 0.1 | -0.26 | -0.34 | 0.14 | 12% | 13% | 15% | 1% | 12%
COc1cccc2c1OCC/C2=N\NC(=O)COc1ccc(C)cc1 | -4% | -5.0% | 8% | -0.53 | -0.29 | -0.53 | 0.45 | 10% | 0% | -2% | -6% | -10%
CCN1CCCC(NC(=O)c2cc([N+](=O)[O-])ccc2OC)C1 (stereo unspecified) | -12% | 0.3% | 3% | -0.68 | -0.12 | -0.077 | 0.75 | -2% | 12% | 2% | 0% | 0%
Cn1c(=O)c2c(ncn2CC(=O)Nc2ccccc2Sc2ccccc2)n(C)c1=O | 14% | -1.4% | -4% | 0.07 | -0.24 | -0.037 | -0.0025 | 3% | -11% | 3% | -6% | 4%
Cc1c(NC(=O)C2CCCCC2)cc(C(=O)N2CCOCC2)cc1[N+](=O)[O-] | -3% | -3.4% | 7% | -0.065 | -0.37 | -0.21 | 0.95 | 7% | 5% | 7% | -1% | -3%
Cc1ccc(-c2[nH]ncc2/C=N/n2c(COc3ccccc3C)nc3ccccc3c2=O)cc1 | -9% | -1.3% | ? | 0.87 | -0.3 | 0.12 | -0.34 | 0% | 22% | 10% | 3% | -11%

Bioassay records: PubChem, several laboratories
